Bim-Bcl-XL: human Bim-Bcl-XL interaction inhibition. Q07817. Bim peptide-Bcl-XL binding, bead flow cytometry, fluorescence. inhibition, % at 10 µM. hit rate 0.04% among 190,000. AID 1007
Target sequence (Q07817 whole entry, looked up): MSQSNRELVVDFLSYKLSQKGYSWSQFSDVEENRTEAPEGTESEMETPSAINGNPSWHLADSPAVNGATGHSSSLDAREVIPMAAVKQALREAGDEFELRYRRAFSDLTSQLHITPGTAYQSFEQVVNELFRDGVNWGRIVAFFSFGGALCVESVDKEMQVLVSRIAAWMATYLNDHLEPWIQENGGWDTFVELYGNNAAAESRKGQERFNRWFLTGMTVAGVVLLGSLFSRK
Rac1 mut GTP: alters GTP binding to activated mutant human Rac1; P63000; GST-Rac1 activated beads, fluorescent GTP binding, flow cytometry; actives lie on both sides; 100% means binding = to untreated wells; percent activity (GTP binding), % at 10 µM; hit rate 0.11% among 190,000;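 active means GTP binding at least 20 percentage points away from the 100% baseline, in either direction, so actives lie on both sides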
Cdc42 wt: changes GTP binding to wildtype human Cdc42. P60953. GST-Cdc42 beads, Bodipy-GTP binding, flow cytometry; actives lie on both sides. percent activity (GTP binding), % at 10 µM. hit rate 0.2% among 190,000;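 active means percent activity GTP binding at least 20 points away from the 100% baseline, either down as inhibitor or up as activator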;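 further: median bead fluorescence of bound Bodipy-FL-GTP at 100 nM; 0% = excess unlabeled GTP control and 100% = no compound control; below 100% means less GTP binding so inhibitor and above means activator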
Target sequence (P60953 whole entry, looked up): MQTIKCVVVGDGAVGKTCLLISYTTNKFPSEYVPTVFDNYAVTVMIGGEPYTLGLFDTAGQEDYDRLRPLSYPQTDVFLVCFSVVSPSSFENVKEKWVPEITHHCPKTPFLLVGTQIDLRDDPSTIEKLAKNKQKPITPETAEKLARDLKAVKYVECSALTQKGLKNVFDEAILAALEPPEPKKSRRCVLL
Rab7 wt modul: modulators of GTP binding to dog Rab7 wildtype GTPase. GST-Rab7 beads, fluorescent GTP binding, flow cytometry; actives lie on both sides; untreated = 100%, excess cold GTP = 0%. GTP binding activity (percent of control), % at 10 µM. hit rate 0.055% among 190,000. AID 758;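 active means fluorescent GTP binding to Rab7 beads changed by at least 20 points from the 100% baseline, either direction, mostly lower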;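 further: median green fluorescence of bound Bodipy-FL-GTP per Rab7 bead population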
Bim-Bcl-2: inhibitors of Bim-Bcl-2 interaction, human. P10415. Bead-based flow cytometry, Bim peptide-Bcl-2 binding. inhibition, % at 10 µM. hit rate 0.06% among 190,000; in the data active means inhibition above about 40%;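 further: 0% = no compound wells with probe peptide and 100% = reference peptide inhibitor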
Rab2A wt mod: changes GTP binding to wildtype dog Rab2A, up or down; P61105; GST-Rab2 wt beads, Bodipy-GTP binding, flow cytometry; GTP binding activity, % at 10 µM; hit rate 0.19% among 190,000;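 active means GTP binding activity at least 20 points away from 100%, either lowered or raised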;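 further: 0% = beads with excess unlabeled GTP and 100% = no-compound control corrected for plate trend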
Rac1 wt GTP bind: alters GTP binding to wildtype human Rac1. P63000. GTP binding activity (% of control), % at 10 µM. GST-Rac1 beads, fluorescent GTP binding, flow cytometry; actives lie on both sides; 0 = cold GTP competed, 100 = untreated. AID 757. hit rate 0.27% among 190,000;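 active means GTP binding activity at least 20 points away from the 100% control level, either lower or higher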
HRas wt GTP bind: changes GTP binding to wildtype human HRas | P01112 | GST-Ras wt beads, Bodipy-FL-GTP binding, flow cytometry; actives lie on both sides | GTP binding activity, % at 10 µM | hit rate 0.14% among 190,000 | AID 759;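 active means GTP binding activity at least 20% away from the 100% baseline, either lowered as inhibitor or raised as activator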;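 further: 0% = unlabeled GTP competition control and 100% = no-compound control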
Target sequence (P01112 whole entry, looked up): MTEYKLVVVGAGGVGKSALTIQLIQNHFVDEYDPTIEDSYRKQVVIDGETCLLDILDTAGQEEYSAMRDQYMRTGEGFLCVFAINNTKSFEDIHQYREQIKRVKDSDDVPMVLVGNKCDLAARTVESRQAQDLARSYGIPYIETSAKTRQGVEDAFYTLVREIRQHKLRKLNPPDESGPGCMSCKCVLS
Bfl-1 Bim block: human Bim-Bfl-1 interaction inhibition. Q16548. Bead-based flow cytometry, Bim-Bfl-1 binding inhibition. inhibition, % at 10 µM. hit rate 0.12% among 190,000. AID 1008;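 further: 0% = wells without compound plus tracer and 100% = blocker peptide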
Bcl-B Bim block: human Bim-Bcl-B interaction inhibition; Q9HD36; bead-based flow cytometry, Bim peptide-Bcl-B binding; inhibition, % at 10 µM; hit rate 0.073% among 190,000; AID 951;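 further: 0% = tracer peptide without compound and 100% = reference inhibitor peptide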
Bim-Bcl-W: inhibitors of Bim-Bcl-W interaction, human; hit rate 0.02% among 190,000; AID 952; bead-based flow cytometry, Bim peptide-Bcl-W binding; inhibition, % at 10 µM; Q92843;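 further: 0% = bound tracer without compound and 100% = peptide blocker; higher means less fluorescent Bim peptide bound to Bcl-W beads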
Target sequence (Q92843 whole entry, looked up): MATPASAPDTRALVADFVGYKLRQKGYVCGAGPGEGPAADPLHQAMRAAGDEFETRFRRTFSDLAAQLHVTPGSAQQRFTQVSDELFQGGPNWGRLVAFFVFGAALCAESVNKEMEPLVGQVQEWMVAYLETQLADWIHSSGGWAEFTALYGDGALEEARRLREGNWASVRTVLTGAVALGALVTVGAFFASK
* hit, by the source's call. Unless noted, no stated cut-off is given here; in the data, active means inhibition above about 40%.

Bim-Bcl-XL	Rac1 mut GTP	Cdc42 wt	Rab7 wt modul	Bim-Bcl-2	Rab2A wt mod	Rac1 wt GTP bind	HRas wt GTP bind	Bfl-1 Bim block	Bcl-B Bim block	Bim-Bcl-W	SMILES
-2	99	100	100	-1	97	104	100	0	-3	0	Cc1cc(S(=O)(=O)N2CCN=C2c2ccccc2)c(C)cc1Cl
0	98	96	93	-2	96	100	95	-3	-3	0	C[C@H](NC(=O)c1nc[nH]c1C(=O)N[C@@H](Cc1ccccc1)C(=O)OCc1ccccc1)c1ccccc1
0	98	100	98	1	99	101	97	0	-3	-4	NNC(=O)CCc1nc2ccc(O)cc2[nH]1
-6	97	99	102	-9	101	99	99	-12	-10	0	COc1ccc2oc(=O)c(C(C)=O)cc2c1
-5	98	99	100	1	99	106	100	1	-4	-3	CC1CCCCC1NCC(=O)Nc1ccccc1-c1ccccc1 (stereo not given)
-3	96	98	96	-7	97	98	97	-10	-9	2	Cc1c(O)ccc(-c2[nH]ncc2-c2nc3ccccc3s2)c1O
0	95	99	104	-5	98	101	97	-3	-1	-1	CNC(=O)NC(=O)C(C)N1CCN(C/C=C/c2ccccc2)CC1 (stereo not given)
12	96	96	96	2	96	98	97	6	5	13	COc1ccc(/C=c2\s/c(=C/C(=O)c3ccc(C)cc3)[nH]c2=O)cc1OC
-1	100	100	98	1	99	107	101	1	4	0	c1ccc(Cn2c(CNc3nc4ccccc4n3CCN3CCCCC3)nc3ccccc32)cc1
2	100	101	102	-3	102	104	102	0	-1	2	CC(C)Oc1ccc(C(=O)O)c(C(=O)O)c1
-6	99	98	102	-6	100	101	101	-13	-8	-4	Cc1cccc(Oc2coc3cc(OC(=O)c4cncc(Br)c4)ccc3c2=O)c1
-6	96	98	98	-7	99	99	99	-10	-8	0	O=C(OCC(=O)c1c[nH]c2ccccc12)c1ccco1
-2	93	95	98	-4	96	94	94	-2	-6	-3	CC(NCc1nc2ccccc2n1C)C12CC3CC(CC(C3)C1)C2 (stereo not given)
-3	97	98	103	-1	98	102	100	-6	-3	0	CCOC(=O)C1CCCN(CCC(=O)Nc2ccccc2C)C1 (stereo not given)
-11	97	102	97	-2	98	103	96	0	-25	-4	COC(=O)CSc1n[nH]c(=S)s1
-4	101	105	98	-6	102	105	102	-10	-6	0	Cc1ccc(NC(=O)C2CCCN(S(=O)(=O)c3cnc[nH]3)C2)c(Br)c1 (stereo not given)
0	97	104	94	-4	99	101	95	-4	0	1	CNC(=O)c1c(C)noc1C
1	95	100	99	0	99	100	98	-4	-2	0	CCC(C)NC(=O)Cn1c(-c2ccccc2)cc(C(C)=O)c1C (stereo not given)
-2	97	95	97	-4	97	98	98	-5	-5	0	CCN(CC)C(=O)CN1C(=O)c2cccc3cccc(c23)C1=O
-5	95	96	97	-9	96	95	97	-8	-9	-4	C=CCn1c(C(CCC(C)C)CC(C)(C)O)n[nH]c1=S (stereo not given)
-2	96	103	104	-7	102	104	101	-10	-8	1	Cc1ccc(C)c(-n2c(CNC(=O)c3ccco3)nnc2SCC(=O)Nc2nnc(C)s2)c1
-6	100	104	97	-5	100	103	102	-2	-5	-4	CC(=O)NC1C(OCc2ccccc2)OC(COC(C)=O)C(OC(C)=O)C1OC(C)=O (stereo not given)
-1	101	94	97	1	98	100	98	0	-4	-5	Cc1ccccc1Sc1ncnc2onc(C)c12
-3	99	96	96	-3	97	100	98	-5	-6	-2	COCCNC(=S)N/N=C(\C)c1ccccc1F
-2	93	92	92	-4	92	93	92	-4	-1	1	COc1ccc(NC(=O)c2cccn(CC=C(C)C)c2=O)cc1

Other results follow.
Bim-Bcl-XL	Rac1 mut GTP	Cdc42 wt	Rab7 wt modul	Bim-Bcl-2	Rab2A wt mod	Rac1 wt GTP bind	HRas wt GTP bind	Bfl-1 Bim block	Bcl-B Bim block	Bim-Bcl-W	SMILES
1	95	95	99	1	91	98	95	1	3	0	Cc1cccc(NC(=O)Nc2nnc(-c3ccccc3)o2)c1
-6	99	99	104	-10	103	102	101	-16	-9	0	Cc1nn(-c2ccccn2)c2c1-c1nc(N3CCOCC3)ncc1CC2
0	100	100	107	-5	107	107	104	-4	-3	0	CS(=O)(=O)N1CCN(C(=O)Cc2ccccc2Cl)CC1
-3	95	98	95	-3	95	101	96	-9	-4	0	CCCN(CCC)C(=O)CC(c1ccccc1)C1CCOC(C)(C)C1 (stereo not given)
0	92	93	106	2	99	99	97	-5	0	-2	CCc1nnc(NS(=O)(=O)c2ccc(NC(=O)c3ccco3)cc2)s1
0	93	96	98	2	97	94	94	3	-1	0	O=C(NC1CCC(O)CC1)c1cc(-c2ccco2)nc2ccccc12 (stereo not given)
-5	103	100	104	0	101	107	102	-1	-6	-1	CN1CCC(=NNC(=O)CN(c2ccc(Oc3ccccc3)cc2)S(C)(=O)=O)CC1
-1	82	84	95	-3	89	85	89	-4	-2	0	COc1cc(/C=C2\C(=O)NN(c3ccc(C)cc3)C2=O)cc([N+](=O)[O-])c1O
-2	97	100	104	1	98	99	99	-1	-1	3	Cc1ccc(C2(CCNCc3ccc(N(C)C)cc3)CCOC(C(C)C)C2)cc1 (stereo not given)
2	94	94	97	-10	94	99	96	-11	-3	2	Cn1c(=O)c2c(nc(Oc3ccc4ccccc4c3)n2C)n(C)c1=O
-2	88	91	87	0	85	88	89	-4	2	2	COc1ccc(OC)c(C2=Nn3c(nnc3-c3cccc(OC(C)C)c3)SC2)c1
-4	98	103	97	-1	99	102	99	-2	-5	-3	OCCCc1nc2n(n1)C(c1ccccc1)C=C(c1ccc(F)cc1)N2 (stereo not given)
-5	91	95	97	-7	95	96	96	-4	-6	-3	Cc1ccc(NC(=O)c2cc(=O)n(Cc3ccccc3)c(=O)[nH]2)cc1C
-14	92	93	97	-7	94	94	94	-5	-8	-1	COC(=O)c1[nH]c2ccc(C)cc2c1NS(=O)(=O)c1ccc(F)cc1
2	96	98	97	-3	98	100	99	0	0	-2	CC(=O)C1=C(C)NC(SCC(N)=O)=C(C#N)C1C (stereo not given)
0	92	91	94	-3	92	92	92	-5	-1	0	O=C(c1cc(COc2c(F)cccc2F)on1)N1CCC(c2ccccc2Cl)C1 (stereo not given)
-1	92	93	94	0	95	96	93	2	1	0	CCOC(=O)C1=C(C)Nc2nc(C)nn2C1c1ccc(OCC)c(OC)c1 (stereo not given)
-3	94	97	101	-5	98	100	97	-14	-7	-3	CC(C(=O)O)n1cnc2sc3c(c2c1=O)CCCC3 (stereo not given)
0	95	93	92	6	95	97	94	7	9	5	COc1ccc(S(=O)(=O)N(CC(=O)N/N=C/c2cccs2)c2ccc(C)cc2)cc1OC

By substructure: the entries above with an NH in an aromatic ring.
Bim-Bcl-XL	Rac1 mut GTP	Cdc42 wt	Rab7 wt modul	Bim-Bcl-2	Rab2A wt mod	Rac1 wt GTP bind	HRas wt GTP bind	Bfl-1 Bim block	Bcl-B Bim block	Bim-Bcl-W	SMILES
0	98	96	93	-2	96	100	95	-3	-3	0	C[C@H](NC(=O)c1nc[nH]c1C(=O)N[C@@H](Cc1ccccc1)C(=O)OCc1ccccc1)c1ccccc1
0	98	100	98	1	99	101	97	0	-3	-4	NNC(=O)CCc1nc2ccc(O)cc2[nH]1
-3	96	98	96	-7	97	98	97	-10	-9	2	Cc1c(O)ccc(-c2[nH]ncc2-c2nc3ccccc3s2)c1O
12	96	96	96	2	96	98	97	6	5	13	COc1ccc(/C=c2\s/c(=C/C(=O)c3ccc(C)cc3)[nH]c2=O)cc1OC
-6	96	98	98	-7	99	99	99	-10	-8	0	O=C(OCC(=O)c1c[nH]c2ccccc12)c1ccco1
-11	97	102	97	-2	98	103	96	0	-25	-4	COC(=O)CSc1n[nH]c(=S)s1
-4	101	105	98	-6	102	105	102	-10	-6	0	Cc1ccc(NC(=O)C2CCCN(S(=O)(=O)c3cnc[nH]3)C2)c(Br)c1 (stereo not given)
-5	95	96	97	-9	96	95	97	-8	-9	-4	C=CCn1c(C(CCC(C)C)CC(C)(C)O)n[nH]c1=S (stereo not given)
-5	91	95	97	-7	95	96	96	-4	-6	-3	Cc1ccc(NC(=O)c2cc(=O)n(Cc3ccccc3)c(=O)[nH]2)cc1C
-14	92	93	97	-7	94	94	94	-5	-8	-1	COC(=O)c1[nH]c2ccc(C)cc2c1NS(=O)(=O)c1ccc(F)cc1

From PubChem BioAssay
